Source: PubChem BioAssay
S100A4 inh HTS: inhibitors of S100A4-myosin IIA peptide binding, primary screen, biochemical, fluorescence polarization, TAMRA-MyoIIA peptide | Protein S100-A4 (Homo sapiens), P26447 | inhibition, % at 10.7 µM | actives 0.14% (n = 360,000) | AID 652163, 2013;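 active = mean inhibition of at least 70% across replicates, with every replicate also reaching that level; inconclusive = mean inhibition reaches 70% but some replicates fall short; inactive = mean inhibition below 70%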
Target sequence (P26447 whole entry, looked up): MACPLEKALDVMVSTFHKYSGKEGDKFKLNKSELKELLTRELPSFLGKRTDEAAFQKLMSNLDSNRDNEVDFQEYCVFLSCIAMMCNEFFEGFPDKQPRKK
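assay system = human S100A4 monomer with TAMRA-labelled myosin IIA peptide | also added = labelled myosin peptide probe, 5 nM | incubation = 5 min between mix addition and reading | control set = DMSO and TFP controls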
SIRT5 block: SIRT5 desuccinylase inhibitors, primary screen, biochemical, fluorescence imaging, single point, set 5 | inhibition, % at 15 µM | NAD-dependent protein deacylase sirtuin-5, mitochondrial (Homo sapiens), Q9NXA8 | Purified SirT5, succinyl-peptide AMC, trypsin-coupled fluorescence | actives 1.1% (n = 330,000); in the data active = inhibition above about 15%; inconclusive = no clear call, values can overlap the other calls
Target sequence (Q9NXA8 whole entry, looked up): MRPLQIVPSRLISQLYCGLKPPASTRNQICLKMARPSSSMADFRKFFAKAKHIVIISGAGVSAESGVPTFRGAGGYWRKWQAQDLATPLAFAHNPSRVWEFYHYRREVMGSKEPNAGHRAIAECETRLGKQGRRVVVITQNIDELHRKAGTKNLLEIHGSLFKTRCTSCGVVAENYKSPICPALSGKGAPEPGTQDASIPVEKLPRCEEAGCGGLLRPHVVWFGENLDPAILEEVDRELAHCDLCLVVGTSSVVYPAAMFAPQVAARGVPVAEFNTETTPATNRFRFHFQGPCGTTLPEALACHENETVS
Cneo AK release: Cryptococcus neoformans cell lysis inducers, primary screen, AK release luminescence, single concentration; C. neoformans lysis, adenylate kinase release luminescence, 4 h; normalised: neutral wells 0, clomiphene wells 100; lysis activity, % at 15 µM; actives 0.2% (n = 360,000);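 active = mean lysis activity across replicates of at least 80%, whatever share of replicates individually reach that level; inactive = mean lysis activity below 80%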
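Material – Cryptococcus neoformans yeast cells · Quantity – 5 × 10^6 yeast cells/mL · Buffer or medium – YPD medium · Compound – single dose · Timing – 4 h static compound exposure, 37 °C, read 1 h post-reagent · Signal – adenylate kinase release luminescence · Read-out basis – lysis from increased AK signal · Benchmarks – Clomiphene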
LGR2 antag: inhibitors of bursicon-induced LGR2 CRE-luciferase signal, primary screen, cell-based, HEK293, CRE-luciferase reporter, bursicon stimulation | Drosophila bursicon receptor LGR2 (rickets) | bursicon-stimulated, 4 h | inhibition, % at 9.99 µM | actives 0.35% (n = 380,000) | AID 720647, 2013;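 active = drop in luminescence signal, shown as inhibition above about 50% in the replicate tests, limit read from the data, passing the limit was not always enough; inconclusive = probably only some replicates passing the limit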;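 also: agonist challenge used bursicon conditioned medium at about half maximal strength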
PGC1a acetyl inh: inhibitors of PGC1a acetylation signal, primary screen, cell-based, U2OS, AlphaScreen, inhibitor mode; AlphaScreen anti-acetyl-lysine; with virally co-expressed GCN5 acetyltransferase; inhibition, % at 15.6 µM; actives 0.17% (n = 350,000);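 active = every replicate shows inhibition of at least 40%; inconclusive = mean inhibition at least 40% but some replicate below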;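 also: 0% = neutral control wells and 100% = positive control wells; some results beyond the cut were filed as inactive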
ERAP1 HTS inh: human ERAP1 aminopeptidase inhibitors, primary screen, biochemical, single point, plate reader. Endoplasmic reticulum aminopeptidase 1 (Homo sapiens), Q9NZ08. recombinant ERAP1, Leu-AMC fluorescence, 60 min. inhibition, % at 10.7 µM. actives 0.15% (n = 340,000). AID 652197, 2013;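 active = mean replicate inhibition of at least 30%, or all replicates individually reaching that 30% level; inactive = mean below 30% and not every replicate reaching it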;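 also: 0% = neutral control wells and 100% = L-leucinethiol positive control wells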
Xi reactivation: activators of inactive X chromosome reactivation, primary screen, imaging, XiGFP fibroblasts, GFP high-content imaging, set 2; actives 0.055% (n = 360,000); XiGFP mouse fibroblasts, % GFP-positive cells imaging, 3 d; cells co-treated with 5-aza-dC sensitizer; scaled so ellipticine positive control = 100%; activation, % at 7.58 µM;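 active = mean normalized replicate activation at least 10% and every replicate at or above 10%; inconclusive = only one of the two criteria met; inactive = mean below 10% and not all replicates reach 10%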;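 also: 0% = median of on-plate neutral control wells and 100% = ellipticine 6 µM median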
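System: SV40-immortalized XiGFP fibroblast cells, line 68-5-11 / Incubation: 3-day compound exposure, then 15 min fixation at room temperature / Compound: single concentration per compound, delivered by pin transfer / Buffer or medium: DMEM plus 5-aza-dC sensitizer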
C2C12 statin: suppressors of statin myotoxicity in C2C12 myotubes, primary screen, cell-based, single point, plate reader; C2C12 myotubes + simvastatin, ATP luminescence, 48 h; scaled: DMSO 0, geranylgeraniol control 100; rescue of ATP level, % at 7.49 µM; actives 0.78% (n = 330,000);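 active = mean ATP rescue above about 67%, or every replicate alone reaching that limit, limit read from the data, passing the limit was not always enough; inconclusive = no clear call, values can overlap the other calls; inactive = mean under the limit and some replicate under it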;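 also: myotubes were challenged with 10 µM simvastatin during compound exposure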
* hit, by the source's call; u = inconclusive; x = not tested or not shown; & = joins results of further samples.

SMILES	S100A4 inh HTS	SIRT5 block	Cneo AK release	LGR2 antag	PGC1a acetyl inh	ERAP1 HTS inh	Xi reactivation	C2C12 statin
C[C@H]1CN([C@@H](C)CO)C(=O)CCCn2nncc2CO[C@H]1CN(C)CC1CC1	5.7	-3.7	-0.6	10.1	-3.2	0.4	0.3	-13.7
C[C@@H]1CCCCO[C@H](CN(C)C(=O)Nc2cccc3ccccc23)[C@@H](C)CN([C@H](C)CO)C(=O)c2cc(NC(=O)NC3CCCCC3)ccc2O1	-14.4	-3.9	-0.5	3.0	-14.5	1.8	0.1	x
COc1cc(/C=C2\SC(=Nc3c(C)n(C)n(-c4ccccc4)c3=O)NC2=O)ccc1O	-5.4	-1.3	0.2	-2.6	-2.9	5.5	0.0	x
CC1(C)Nc2ccccc2N(Cc2ccc([N+](=O)[O-])cc2)C1=O	-0.1	3.8	-2.0	-11.5	-4.1	-1.5	0.0	-2.6
CC(O)[C@H]1CC[C@H]2[C@@H]3CC[C@H]4C[C@H](O)CC[C@]4(C)[C@H]3[C@H](O)C[C@]12C (some centres not stated)	-4.2	x	-0.3	1.4	-3.9	-2.9	0.0	-13.6
CN(C1CCCC1)C1CCN(C(=O)CNC(=O)/C=C/c2cccc(C(F)(F)F)c2)CC1	1.7	-1.9	2.4	6.4	0.9	4.8	0.0	x
COc1cc(/C=N/N2C(C)CCCC2C)cc(OC)c1O (configuration not stated)	-9.0	2.9	-0.5	-5.9	2.8	-3.3	0.0	5.0
CCc1cnc(N2[C@H](C#N)[C@H](c3ccc(C#Cc4ccccc4F)cc3)[C@@H]2CO)s1	-2.9	0.8	1.7	-7.1	-14.8	1.4	0.0	-0.9
C[C@@H]1CN([C@@H](C)CO)C(=O)c2cc(C#CC3CC3)cnc2O[C@@H]1CN(C)C(=O)CC1CC1	6.4	-2.7	-3.4	11.5	-0.1	-0.4	-0.8	-8.8
C[n+]1ccccc1/C=C/c1cc(Br)ccc1O	2.8	1.9	0.1	-6.7	x	11.1	-0.1	6.2
Cn1c(CC(=O)Nc2cccc(Cl)c2Cl)nnc1SCC(=O)NC1=NCCS1	4.2	x	-1.1	-2.8	x	7.3	0.0	2.8
CCC(C)(C)NC(=O)COc1ccc(OCc2ccccc2)cc1	2.6	-1.8	x	3.8	x	7.8	0.3	x
COc1ccc(CCNC(=O)C2CC(=O)N(CCc3ccc(C)cc3)C2)cc1OC (configuration not stated)	-2.3	2.6	-1.5	0.3	0.4	0.4	0.0	x
O=S(=O)(c1ccccc1)N1CCC(n2nnc3cc(F)ccc32)CC1	-4.2	-3.0	0.2	-3.9	-2.2	9.4	x	-20.7
C[C@@H]1CN([C@H](C)CO)C(=O)c2cccc(NC(=O)c3ccc(-c4nccs4)cc3)c2O[C@H]1CN(C)CC1CCCCC1	-5.9	1.5	5.9	0.3	6.4	1.0	0.1	-7.7
Cc1noc(C)c1NC(=O)Nc1ccc2c(c1)C(=O)N([C@@H](C)CO)C[C@H](C)[C@@H](CN(C)C(=O)c1ccccc1)OCCCC[C@@H](C)O2	-1.2	-4.3	-0.3	-1.6	-1.2	1.3	0.1	x
COc1ccc2c3c([nH]c2c1)[C@H](CO)N(C(=O)Nc1ccc(F)cc1)CC31CCN(S(=O)(=O)c2cccs2)CC1	5.9	12.8	x	1.8	2.9	1.0	0.3	x
C=CCNC(=O)c1ccc2c(=O)n(Cc3ccccc3OC)c(=S)[nH]c2c1	-5.2	0.0	1.4	-23.1	1.2	0.0	0.0	2.6
CN(C)C(=O)COC(=O)c1ccccc1Sc1ccccc1C#N	-2.6	2.3	x	8.3	6.7	-1.2	0.0	x
CCC(CC)n1c(C)cc(=O)n1C(CC)CC	-7.1	-1.6	x	19.0	x	1.4	0.0	x
CCCc1ccc2oc(C(=O)N3CCC(COC)C3)c(C)c2c1 (configuration not stated)	-2.1	0.4	-2.0	-34.0	5.3	-3.7	0.0	-3.8
COc1cc(F)ccc1-c1cc(C(=O)NCc2cccc(Cl)c2)[nH]n1	2.9	x	-0.5	-28.2	2.7	11.0	0.1	-3.9
CO[C@@H]1CN(C)C(=O)c2cc(NS(C)(=O)=O)ccc2OC[C@H](C)N(C(=O)c2ccc3c(c2)OCO3)C[C@@H]1C	5.4	x	-1.0	-8.5	4.0	1.7	0.0	-9.0
CC(NC(=O)C1CCN(C(=O)[C@@H]2Cc3ccccc3CN2C(=O)OC(C)(C)C)CC1)c1ccccc1 (some centres not stated)	-3.1	-0.8	-1.4	-5.8	-6.4	1.8	0.0	-14.0
CON(C)C(=O)/C=C/CCCCNC(=O)OC(C)(C)C	-1.7	x	1.1	-19.7	0.2	x	-0.1	5.5

Structural class, those above containing a tert-butyl group (2)
SMILES	S100A4 inh HTS	SIRT5 block	Cneo AK release	LGR2 antag	PGC1a acetyl inh	ERAP1 HTS inh	Xi reactivation	C2C12 statin
CC(NC(=O)C1CCN(C(=O)[C@@H]2Cc3ccccc3CN2C(=O)OC(C)(C)C)CC1)c1ccccc1 (some centres not stated)	-3.1	-0.8	-1.4	-5.8	-6.4	1.8	0.0	-14.0
CON(C)C(=O)/C=C/CCCCNC(=O)OC(C)(C)C	-1.7	x	1.1	-19.7	0.2	x	-0.1	5.5

The main list resumes, starting 4 compounds before the break.
SMILES	S100A4 inh HTS	SIRT5 block	Cneo AK release	LGR2 antag	PGC1a acetyl inh	ERAP1 HTS inh	Xi reactivation	C2C12 statin
COc1cc(F)ccc1-c1cc(C(=O)NCc2cccc(Cl)c2)[nH]n1	2.9	x	-0.5	-28.2	2.7	11.0	0.1	-3.9
CO[C@@H]1CN(C)C(=O)c2cc(NS(C)(=O)=O)ccc2OC[C@H](C)N(C(=O)c2ccc3c(c2)OCO3)C[C@@H]1C	5.4	x	-1.0	-8.5	4.0	1.7	0.0	-9.0
CC(NC(=O)C1CCN(C(=O)[C@@H]2Cc3ccccc3CN2C(=O)OC(C)(C)C)CC1)c1ccccc1 (some centres not stated)	-3.1	-0.8	-1.4	-5.8	-6.4	1.8	0.0	-14.0
CON(C)C(=O)/C=C/CCCCNC(=O)OC(C)(C)C	-1.7	x	1.1	-19.7	0.2	x	-0.1	5.5
COC(=O)CNC(=O)C1CCN(C(=O)OCc2ccccc2)CC1	x	x	0.0	-8.2	11.1	x	x	u
CC(=O)N1[C@H](CO)[C@H](c2ccccc2)[C@H]1CN(C)C(=O)c1ccccc1F	-2.3	-4.4	-3.5	1.7	1.9	1.4	0.2	-6.4
Fc1ccc(-c2nc(-c3cnccn3)no2)c(Cl)c1	-0.2	-1.5	-11.5	15.9	1.4	1.3	-0.1	x
COc1ccc(NC(=O)CSc2cn[nH]n2)cc1OC	-0.5	-2.8	0.3	-8.9	-4.5	-4.5	0.3	8.0
O=C(O)c1cccc(-c2ccc(/C=N/Nc3ccc([N+](=O)[O-])cc3)o2)c1	-7.1	5.3	-1.3	-2.4	0.7	1.2	-0.1	x
CC(C)(C)c1ccc(OCC(=O)N/N=C/C2CC=CCC2)cc1 (configuration not stated)	9.0	0.9	x	-0.6	-21.0	4.5	0.0	x
CC(=O)OCC(=O)[C@@]1(O)CC[C@H]2[C@@H]3CCC4=CC(=O)C=C[C@]4(C)[C@H]3[C@@H](O)C[C@@]21C	-2.0&-11.7	-2.4	0.9	-16.6	-6.3	1.1	-0.1	-2.9
COCCCNC(=O)c1cccc2c(-c3ccc(O)c(OC)c3)coc12	4.7	x	-1.6	-1.3	x	1.2	2.0	-20.9
CC1=C(C(=O)OCc2ccccc2)C(c2cccc(Cl)c2Cl)NC(=O)N1CCCCCC(=O)O (configuration not stated)	-1.4	4.3	3.1	14.9	21.8	0.8	0.1	-7.1
COc1ccc(CN(C)C[C@H]2Oc3ccc(NC(=O)Cc4ccccc4)cc3CC(=O)N([C@@H](C)CO)C[C@H]2C)cc1	2.2	3.4	-0.1	-12.0	-1.9	3.6	0.4	-0.6
CCNC(=O)c1cc2c(c(-c3cccc(-c4ccccc4F)c3)n1)[C@H](CCO)N(C(=O)CC)C2	-4.3	-2.0	x	6.7	x	-1.2	-0.2	x
C[C@@H]1CCCCO[C@@H](CN(C)Cc2ccc3c(c2)OCO3)[C@H](C)CN([C@@H](C)CO)C(=O)c2cc(NC(=O)Nc3cccc4ccccc34)ccc2O1	x	x	5.1	10.7	-5.8	x	-0.1	-107.2
O=C(O)c1cccc(Nc2ncnc3sccc23)c1	3.7	3.4	x	44.2	4.0	-18.8	0.3	x
CCOc1ccccc1NC(=O)CCn1nc(C)c(S(=O)(=O)N2CCCCC2)c1C	-8.1	-0.7	2.8	1.7	0.5	-2.9	0.2	30.5
O=C(CCn1c(=O)oc2ccccc21)Nc1cccc([N+](=O)[O-])c1	3.6	-3.9	1.3	-3.9	x	1.1	0.0	x
CN(C(=O)c1ccc2c(c1)S(=O)(=O)N=C1CCCCCN12)c1ccccc1	-4.3	-5.3	x	-2.8	-1.0	2.4	0.0	-6.7
CN(C)CCNC(=O)c1cc2c(s1)-c1ccccc1OC2	8.6	-82.7	-1.1	-27.0	-3.2	-41.7	0.0	-20.1
COC(=O)[C@]1(C)CCC[C@@]2(C)C3CC[C@]4(OC(C)=O)C[C@@]3(CCC21)CC4=O (some centres not stated)	-4.5	x	-1.9	-20.2	x	-3.6	0.1	-0.7
Cc1c(C(=O)N2CCc3ccccc3C2)oc2ccccc12	-3.8	-0.3	-18.1	-38.9	x	2.8	0.0	2.3

The list is partial; rates above refer to the full screens.
